Screening results (PubChem)
KB-3-1 cytotox: kills parental KB-3-1 adenocarcinoma cells | KB-3-1 viability, CellTiter-Glo ATP luminescence, 72 h | Potency, µM (series often up to 46.1 µM), inactives show at the top dose activity change, negative = cytotoxic, most hits filed as cytotoxic | 400,000 tested, 1.4% active | AID 1347075; further: potency means the concentration at half of the fitted maximal effect; on the % scale 0 is the no-effect control and ±100 the full control effect; nearly all actives have a fitted effect of over 60% in size
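KB-3-1 cells, DMEM (no phenol red) + 10% FBS; compound by pin transfer, 72 h, 37 °C. Readout: CellTiter-Glo luminescence after 10 min. Data normalized, curve-fitted.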
HT1080-NT tox: kills 2HG-producing HT-1080-NT fibrosarcoma cells. HT-1080-NT fibrosarcoma viability, CellTiter-Glo ATP luminescence, 48 h. AID 686970. 360,000 tested, 1.6% active. Potency, µM (highest dose often 46.1 µM), for the others: top-dose activity, negative = less viability, hits mostly cytotoxic;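 further: NT is the 2HG producing partner of a matched IDH1 knockdown line; potency means the concentration at half of the fitted maximal effect; 0% = DMSO-treated cells and -100% = media-only wells without cells; nearly all actives have a fitted effect of over 55% in size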
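Viability of the 2HG-overproducing fibrosarcoma line after 48 hours of compound exposure at 37 degrees C was determined by luminescence with CellTiter-Glo, and concentration-effect curves were then fitted and categorized.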
MCF10A rerep: inducers of DNA re-replication in MCF 10A breast cells; 350,000 tested, 2.9% active; Potency, µM (doses to about 46.1 µM), without a hit: at the top dose activity, positive = re-replication, hits mostly activators; MCF 10A DNA re-replication, Hoechst nuclear intensity, 48 h; further: potency means the concentration at half of the fitted maximal effect; % of control where 0% means no effect; nearly all actives have a fitted effect of over 50% in size
HT1080 IDH1KD tx: HT-1080 IDH1 knockdown cell toxicity (counter line). HT-1080 IDH1 knockdown viability, ATP luminescence, 48 h. Potency, µM (top dose mostly 46.1 µM), inactives show top-dose activity, negative = toxicity, hits mostly cytotoxic. 360,000 tested, 2% active. AID 686971;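 further: potency means the concentration at half of the fitted maximal effect; 0% = DMSO wells and -100% = cell-free medium wells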
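HT-1080-IDH1KD cells (IDH1 knocked down), 750/well in RPMI with 5% FBS, treated with compound 48 h at 37 degrees C. Viability by CellTiter-Glo luminescence, normalised to DMSO and no-cell wells; concentration-response curves classed.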
ATXN2 expr inh: reduces ATXN2 reporter expression in HEK-293 cells. HEK-293 ATXN2-luciferase reporter, luminescence, 24 h. Potency, µM (highest dose often 57 µM), inactives show at the top dose activity change, negative = inhibition, actives largely listed as inhibitors. 360,000 tested, 0.72% active; further: potency means the concentration at half of the fitted maximal effect; on the % scale 0 is the no-effect control and ±100 the full control effect; nearly all actives have a fitted effect of over 55% in size
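qHTS (up to 57 uM final) was run with 24 h compound exposure of reporter cells at 37 °C. Each well was multiplexed: SteadyGlo luminescence measured ATXN2-luciferase expression after a fluorogenic Gly-Phe-AFC viability readout (25 uM final).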
KB-V1 cytotox: KB-V1 MDR subline cytotoxicity; KB-V1 MDR cells viability, CellTiter-Glo, 72 h; 400,000 tested, 3.4% active; Potency, µM (series often up to 46.1 µM), for the others: top-dose activity change, negative = cytotoxicity, most hits filed as cytotoxic; further: potency means the concentration at half of the fitted maximal effect; on the % scale 0 is the no-effect control and ±100 the full control effect; nearly all actives have a fitted effect of over 60% in size
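Readout: CellTiter-Glo luminescence, 10 min after addition. Cells: KB-V1 MDR subline, 72 h at 37 degrees C with compound. Analysis: corrected, normalized data fitted to concentration-effect curves.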
S2 tox: reduces viability in counter-screen for ATXN expression inhibitors. 400,000 tested, 0.49% active. Potency, µM (titrated, usually from 56.7 µM), hits mostly cytotoxic. S2 cells (HEK-293 line with an ATXN2-luciferase reporter) viability, CellTiter-Fluor protease fluorescence, 24 h; further: potency means the concentration at half of the fitted maximal effect; nearly all actives have a fitted effect of over 40% in size
IL1B secr inh: inflammasome signaling inhibition, IL-1 beta readout. AID 743279. activity change, % at 57.5 µM. THP-1 LPS/ATP IL-1B secretion, AlphaLISA, 16 h; active compounds read low. 360,000 tested, 4.7% active; in the data active means activity change below about -50%; inconclusive means mostly about -30% to -49%; further: on the % scale 0 is the no-effect control and ±100 the full control effect
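Secreted IL-1B measured by AlphaLISA bead assay after 16 h compound exposure of THP-1 cells; compounds (final up to 57.5 uM) added 1 h before LPS (250 ng/mL) and ATP (1.25 mM) stimulation; lower signal means less secretion.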
SW480 rerep: inducers of DNA re-replication in SW480 colon cancer cells; Potency, µM (doses to about 46.1 µM), for inactives: top-dose re-replication activation, hits mostly activators; SW480 DNA re-replication, Hoechst DNA content imaging, 48 h; 340,000 tested, 1.8% active; AID 624297; further: potency means the concentration at half of the fitted maximal effect; % of control where 0% means no effect; nearly all actives have a fitted effect of over 55% in size
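Per well, 250 cells were exposed to pinned compound for 48 hr. Nuclear DNA was visualised with Hoechst (40 min, 37 C) and total object intensity recorded by fluorescence scanning.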
Numbers without * were called inactive; i = inactive; u = inconclusive; x = not tested or not shown; [ ] = another dose, or the depositor's remark. Unless noted, the call rests on the fitted dose curve; in most records, active means well fitted curve in the direction sought with a large enough effect; inconclusive means small, poorly fitted or top-dose-only effect, or another doubt; inactive means no such curve, though single readings can be large; an effect the other way counts as inactive or inconclusive.

structure,KB-3-1 cytotox,HT1080-NT tox,MCF10A rerep,HT1080 IDH1KD tx,ATXN2 expr inh,KB-V1 cytotox,S2 tox,IL1B secr inh,SW480 rerep
COc1ccc(CCNCc2ccc3c(c2)n(C)c(=O)n3C)cc1OC,-1%,x,x,x,-15%,-6%,i,x,x
COc1ccc(CN(CCCN2CCOCC2)C(=O)Nc2ccccc2)cc1OC,3%,12%,-4%,1%,4%,7.3µM*,i,-10,-3%
CN1c2ccccc2-c2nc(SCC(=O)Nc3ccccc3)ncc2S1(=O)=O,-4%,x,x,x,-11%,u,i,x,x
CCCCNC(=O)C1(C)CCN1C(=O)c1cc(F)ccc1C (stereo unspecified),-1%,23%,x,16%,5%,-26%,i,11,x
COc1ccc(OCCNc2c([N+](=O)[O-])c(=O)oc3ccccc23)cc1,8%,0%,7%,-1%,x,5%,i,11,1%
CCN(CC)C(=O)COc1coc(CN2CCN(c3ccc(F)cc3)CC2)cc1=O,1%,13%,-7%,5%,5%,7%,i,12,1%
Cc1cc2ncn(N)c2cc1C,-15%,5%,4%,6%,-5%,-16%,i,0,-1%
Cn1c(SCC(=O)N/N=C/C=C/c2ccccc2[N+](=O)[O-])nc2ccccc21,2%,-9%,-3%,-14%,-6%,-12%,u,-4,-4%
CN(c1ccc(C(=O)N2CCCCCC2)cc1)S(=O)(=O)c1ccccc1,-16%,2%,0%,-1%,x,-28%,i,14,1%
COc1ccccc1/C=N/NC(=O)C(C)Cn1cnc2ccccc21 (stereo unspecified),9%,-1%,12%,8%,7%,0%,i,32,-11%
NC(=O)[C@@H]1CCCN1Cc1nc(Cc2ccccc2Cl)no1,-8%,0%,13%,1%,-4%,6%,i,16,-4%
CN1CCN(CC(=O)NC2CCCCC2)CC1,-4%,23%,12%,8%,4%,16%,i,6,-8%
COCCNc1nc(Oc2ccc(NC(C)=O)cc2)c2sc(-c3ccccc3)cc2n1,0%,u,x,-6%,u,1%,u,u,x
O=c1c(C(c2ccccc2)c2c(O)nc3n(c2=O)CCCS3)c(O)nc2n1CCCS2,-4%,19%,-4%,17%,-19%,u,i,19,-4%
O=C(CCc1nnc(CCCCc2ccccc2)o1)NCCc1cccnc1,-3%,-12%,-4%,0%,-24%,4%,i,1,-1%
COc1ccc(-c2nc3cnccn3c2NC(C)(C)CC(C)(C)C)cc1O,u,u,u,u,u,u,i,-71*,4%
O=C1CC(SC(=S)C2CCCC2=O)C(=O)N1 (stereo unspecified),4%,-5%,x,-30%,x,31%,u,-6,x
Brc1ccc2nc(-c3ccccc3)c(Cc3ccccc3)n2c1,0%,17%,x,18%,8%,9%,u,28,x
CCOC(=O)c1[nH]c2ccc(F)cc2c1N=C(C)N(CC)CC,-5%,-1%,3%,0%,-11%,-23%,i,17,0%
COc1ccccc1NC(=O)C1=C(C)N(c2ccccc2)C(=S)NC1c1cccc(C(F)(F)F)c1 (stereo unspecified),u,u,16%,u,-24%,8.2µM*,i,u,25%
O=C(NCCCNC(=O)c1ccc(Cl)cc1Cl)c1ccco1,19%,26%,2%,9%,-1%,-23%,i,-5,-5%
Cc1ccc(S(=O)(=O)NCCC(=O)NCC(c2cccs2)N2CCOCC2)cc1 (stereo unspecified),20%,-2%,-4%,-2%,-9%,-22%,i,-6,16%
O=C(Cc1ccccc1)NCC1COc2ccccc2O1 (stereo unspecified),-5%,-1%,1%,-21%,10%,12%,i,2,-2%
CC(NC(=O)c1sc2cc([N+](=O)[O-])ccc2c1Cl)C(C)(C)C (stereo unspecified),4%,3%,16%,-1%,0%,-17%,i,u,2%
Cc1ccccc1CSc1nnc(-c2ccco2)n1Cc1ccco1,8%,6%,u,-5%,4%,17%,i,-3,-1%
Cc1ccc(-c2nc3ccc(Cl)cn3c2CC(C)(C)C)cc1,-11%,-2%,x,3%,u,-12%,i,27,x
Cc1ccc(S(=O)(=O)N2CCN(S(=O)(=O)N3CCC(C)CC3)CC2)cc1C,-3%,15%,18µM*,16%,-12%,-9%,i,-7,2%
COc1ccc(C(=O)Nc2ccc(C)c(S(=O)(=O)N3CCOCC3)c2)cc1S(=O)(=O)N1CCCC1,10%,7%,8%,15%,-19%,1%,i,14,-1%
COc1ccc(Br)cc1CN1CCN(Cc2c[nH]c3ccccc23)CC1,-23%,u,u,21µM*,u,u,i,-74*,u
Fc1ccc(C(c2nnc(-c3ccccc3)o2)N2CCN(c3cccc(Cl)c3)CC2)cc1 (stereo unspecified),-25%,x,x,x,7%,u,i,x,x
CCC(=O)Nc1ccc(C(=O)COC(=O)C(CCSC)NC(=O)COc2ccccc2)cc1 (stereo unspecified),-3%,-3%,-3%,1%,11%,-15%,u,1,2%
CCOc1ccccc1Nc1cc2n(c(=O)n1)CCc1cc(OC)c(OC)cc1-2,16%,-13%,24%,-12%,19%,-14%,i,-21,-1%
Cc1ccccc1CC(=O)Nc1cc(C(C)(C)C)on1,6%,12%,5%,-1%,2%,-3%,i,8,-2%
CSc1nsc(SCC(=O)NCc2ccc(C)cc2)n1,2%,-5%,0%,-1%,19%,-6%,x,7,-1%
Cc1cccc(-n2c(CCn3nc(C)c([N+](=O)[O-])c3C)n[nH]c2=S)c1,-19%,-28%,-6%,-24%,-12%,1%,i,3,10%
CCOC(=O)Nc1ccc2nc(N3CCCCCC3)sc2c1,-3%,u,15µM*,8.2µM*,x,u,i,46,10µM*
COc1nc(C)ccc1-c1noc(-c2cccs2)n1,9%,-2%,11%,-1%,0%,-1%,i,-3,-25%
CC(C)=NN1C(c2nonc2N)=NOC1(C)C,-8%,15%,-6%,6%,-5%,-10%,i,-15,-3%
COC(=O)[C@@]12C[C@@H](CC(=O)NCCCN3CCCC3=O)C(=O)N(Cc3cccc4ccccc34)C1=CCC(C)(C)C2,-14%,-19%,x,-15%,x,-19%,x,-24,x
O=C(c1ccc2nc[nH]c2c1)N1CCN(c2cccc(C(F)(F)F)c2)CC1,-14%,7%,0%,-7%,-6%,-27%,i,i,u
C=CCN1C(=O)C(C)S/C1=N\S(=O)(=O)c1ccc(Cl)cc1 (stereo unspecified),10%,4%,0%,14%,6%,0%,i,31,-5%
CC1(C)CC(CC(=O)Nc2ccccc2[N+](=O)[O-])C(=O)O1 (stereo unspecified),15%,5%,10%,7%,5%,-2%,i,1,-3%
CCOC(=O)c1ccc(NC(=O)CSc2nc3ncc(Br)c(C)c3[nH]2)cc1,3%,x,x,x,2%,10%,i,x,x
CC(=O)Nc1cccc(-c2cc(NC(C)=O)c3ncc(-c4cccc(C(F)(F)F)c4)n3c2)c1,-21%,-25%,x,0%,u,u,i,-3,x
CCc1nc2ccc(C(=O)N3CCN(S(=O)(=O)CC)CC3)cn2c1N(C=O)CCC(C)C,6%,11%,x,2%,-5%,-1%,i,36,x
COC(=O)Cc1c(C)c2ccc(OCC(=O)N3CCOCC3)cc2oc1=O,3%,11%,1%,0%,1%,19%,i,-3,-5%
COc1ccc(-c2nc3ccc(Cl)cn3c2Cc2ccccc2C(F)(F)F)cc1OC,u,u,x,-28%,5%,0%,i,u,x
COc1ccc(OC(=O)OCc2ccccc2)cc1,-2%,-9%,x,-9%,x,-2%,i,0,x
CC(C)CN(C(=O)COC(=O)c1ccccc1SCC(=O)N1CCCC1)C1CCS(=O)(=O)C1 (stereo unspecified),12%,-6%,-5%,-7%,-5%,-12%,i,-5,-5%
COc1cccc(CN2C(=O)[C@@H]3Cc4c([nH]c5ccccc45)C(C)(C)N3C2=O)c1,u,x,-4%,x,u,u,u,x,2%

Printed as active in SW480 rerep (from the list above):
canonical_smiles	IL1B secr inh	SW480 rerep
CCOC(=O)Nc1ccc2nc(N3CCCCCC3)sc2c1	46	10µM*

Carrying on:
structure,KB-3-1 cytotox,HT1080-NT tox,MCF10A rerep,HT1080 IDH1KD tx,ATXN2 expr inh,KB-V1 cytotox,S2 tox,IL1B secr inh,SW480 rerep
CCn1c(SCC(=O)Nc2ccc3[nH]c(=O)[nH]c3c2)nnc1-c1ccccc1,19%,17%,-11%,12%,0%,-4%,i,-17,1%
COc1ccc(C(C(=O)NC2CCCCC2)N(C(=O)CCl)c2ccc(OC)cc2)cc1 (stereo unspecified),5.8µM*,1.6µM*,18µM*,1.2µM*,3.5µM*,3.7µM*,4µM*,-90*,u
CCC1CCCCN1C(=O)CSc1nc(N)c(NC(=O)c2ccco2)c(=O)[nH]1 (stereo unspecified),1%,19%,-3%,9%,-9%,-5%,i,8,-5%
CC(C)COc1ccc(C(=O)OCC(=O)NCc2cccs2)cc1,u,u,u,u,-7%,u,i,-12,u
CCOc1ccccc1C1CC(=O)Nc2c1c(=O)n(C)c1ncnn21 (stereo unspecified),15%,x,x,x,-15%,-13%,i,x,x
c1ccc2sc(-c3ccncc3)nc2c1,-7%,7%,0%,12%,53%[activator],u,i,-13,6%
